DRD3 agonist: agonists of human D3 dopamine receptor; P35462; D3R DiscoveRx beta-arrestin cells, luminescence, 90 min; max activation, %; actives 0.58% (n = 410,000); in the data active means max activation above about 30%; further: 0% is about no effect; mostly tested at two doses, the higher about 12 µM
Target sequence (P35462 whole entry, looked up): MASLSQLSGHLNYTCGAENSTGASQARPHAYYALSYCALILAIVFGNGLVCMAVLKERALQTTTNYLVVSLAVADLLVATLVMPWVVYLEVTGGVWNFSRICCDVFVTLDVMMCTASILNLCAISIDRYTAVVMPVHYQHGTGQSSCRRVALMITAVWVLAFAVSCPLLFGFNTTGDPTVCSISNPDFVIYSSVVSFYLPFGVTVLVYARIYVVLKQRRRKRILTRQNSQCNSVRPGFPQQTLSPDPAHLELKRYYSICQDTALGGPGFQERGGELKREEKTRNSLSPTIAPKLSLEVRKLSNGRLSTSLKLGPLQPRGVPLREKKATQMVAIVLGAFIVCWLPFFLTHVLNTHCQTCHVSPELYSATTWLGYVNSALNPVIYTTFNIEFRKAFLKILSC
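Agonist mode: compounds and dopamine controls were applied to plated cells for 90 min at 37 degrees C after an overnight attachment at 1500 cells/well. Luminescent read-out followed 30 - 60 minutes at room temperature with DiscoveRx detection reagent.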
D3 antag: blocks the human D3 dopamine receptor; AID 652054; max response, negative = inhibition, %; D3R cells, DiscoveRx beta-arrestin luminescence, antagonist mode; hits give low values; actives 2.5% (n = 360,000); in the data active means max response below about -50%; inconclusive means no clear call, values can overlap the other calls; further: on the % scale 0 is the no-effect control and ±100 the full control effect; mostly tested at two doses, the higher about 12 µM
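Cells expressing the human receptor were seeded at 1500 cells/well, incubated overnight at 37 degrees C in 5% CO2, then exposed to library compounds with dopamine controls for 90 minutes at 37 degrees C before luminescent detection.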
EPAC2 antagonist: antagonists of human EPAC2 | EPAC2 GEF exchange of Rap1B-BODIPY-GDP, fluorescence | Potency, µM (highest dose often 114 µM), for the others: top-dose activity, negative = inhibition, hits mostly inhibitors | actives 0.18% (n = 360,000) | AID 720708; further: potency means the concentration at half of the fitted maximal effect; on the % scale 0 is the no-effect control and ±100 the full control effect; nearly all actives have a fitted effect of over 45% in size; many of its hits are not listed in these tables
EPAC2 ag: activates human EPAC2 exchange factor. EPAC2 activation, biochemical qHTS; response scale: 100% = 6.5 mM cAMP response. Potency, µM (series often up to 154 µM), for inactives: at the highest dose activation, hits mostly activators. actives 0.079% (n = 360,000); further: potency means the concentration at half of the fitted maximal effect; nearly all actives have a fitted effect of over 50% in size
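Setup: EPAC2 100 nM, labeled Rap1B complex 250 nM, free GDP 50 uM. Compound titrations pinned in, brief spin, 5 min room temperature incubation. Kinetic fluorescence read over 30 min, normalized to 6.5 mM cAMP.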
TDP43 rescue: TDP-43 toxicity inhibition in yeast; TDP-43 expressing yeast growth rescue, BacTiter-Glo, 24 h; AID 652104; actives 1.8% (n = 410,000); Potency, µM (series often up to 46.1 µM), without a hit: top-dose growth rescue (activation), usual class: activators; further: potency means the concentration at half of the fitted maximal effect; % of control where 0% means no effect; nearly all actives have a fitted effect of over 50% in size
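Cell-based yeast growth screen: TDP-43 expression induced in galactose, inoculum OD600=0.02 after raffinose pregrowth to mid-log. Read-out BacTiter-Glo luminescence at 24 hr, 30 deg C; inhibition of toxicity seen as signal increase.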
aSyn yeast inh: alpha-synuclein toxicity inhibition in yeast. actives 0.14% (n = 370,000). AID 652106. Yeast expressing alpha-synuclein, growth rescue, BacTiter-Glo, 24 h. Potency, µM (top dose mostly 46.1 µM), inactives show top-dose growth rescue (activation), hits mostly activators; further: potency means the concentration at half of the fitted maximal effect; % of control where 0% means no effect; nearly all actives have a fitted effect of over 65% in size
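Readout is rescue of growth in alpha-synuclein-expressing yeast, so inhibitors of toxicity appear as activators. Growth after 24 hr at 30 deg C in galactose medium is quantified by luminescence.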
FUS yeast rescue: rescues growth of FUS-expressing yeast; S. cerevisiae FUS-expressing, growth rescue, OD600, 24 h; Potency, µM (highest dose often 76.6 µM), without a hit: at the top dose growth rescue (activation), usual class: activators; actives 0.24% (n = 390,000);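 further: potency means the concentration at half of the fitted maximal effect; plate controls were DMSO vehicle for no effect and reference control for full effect; nearly all actives have a fitted effect of over 55% in size; some results filed as inactive show a strong effect at the top dose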
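Toxicity suppression screen in FUS-yeast. Cells induced with 2% galactose, starting OD 0.005, treated 24hr at 30C with compounds at multiple final concentrations; growth by OD600.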
Abeta rescue: restores growth of yeast expressing A-beta42 peptide. yeast expressing A-beta42, growth rescue, OD600, 48 h; response scale: 0% DMSO, 100% iron-clioquinol control. Potency, µM (titrated, usually from 46.1 µM), for the others: top-dose growth rescue, usual class: activators. actives 0.063% (n = 410,000). AID 1347071; further: potency means the concentration at half of the fitted maximal effect; nearly all actives have a fitted effect of over 55% in size
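Yeast A-beta toxicity model in growth medium with pinned compounds, 48 h at 30 C; growth read as absorbance at 600 nm. Normalized to FeCl3/clioquinol equimolar mix (positive) and DMSO (negative).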
The depositor's hits bear a star; u = inconclusive; x = not tested or not shown. Unless noted, the call rests on the fitted dose curve; in most records, active means well fitted curve in the direction sought with a large enough effect; inconclusive means small, poorly fitted or top-dose-only effect, or another doubt; inactive means no such curve, though single readings can be large; an effect the other way counts as inactive or inconclusive. This is a subset; the hit share may differ from the screen's.

Each structure is followed by: EPAC2 antagonist	FUS yeast rescue	aSyn yeast inh	EPAC2 ag	D3 antag	DRD3 agonist	Abeta rescue	TDP43 rescue
O=C(O)c1ccc2c(=O)n(-c3ccccc3)c(=S)[nH]c2c1
→ 0%	8%	-1%	-6%	-19	-11	-7%	-21%
COc1ccc(C2=CC(=O)C[C@H](CN3C(=O)c4ccccc4C3=O)N(C(=O)OC(C)(C)C)O2)cc1
→ u	8%	2%	-6%	48	6	-4%	32%
O=C1CN(c2ccccc2)C(=O)N1
→ 6%	-23%	-1%	3%	-10	-5	-17%	-9%
CCc1nc2c(OCc3ccc(Cl)cc3Cl)cccn2c1N(C)C(C)=O
→ -16%	20%	12%	10%	4	-1	17%	25%
O=C(C/C=N\OCc1ccc([N+](=O)[O-])cc1)Nc1ccc(Cl)cc1
→ 3%	28%	-14%	8%	-26	-8	26%	u
O=c1nc(SCc2ccc(Cl)cc2)nc(-c2ccccc2)[nH]1
→ -5%	26%	2%	2%	-26	5	9%	-4%
N#C/C(=C\c1ccc(-c2cccc(C(F)(F)F)c2)o1)C(=O)Nn1cnnc1
→ -1%	21%	-2%	9%	-23	-21	-5%	-22%
O=C(NCc1ccc2c(c1)OCO2)c1c(O)c2cccc3c2n(c1=O)CCC3
→ -21%	20%	12%	14%	-1	-2	7%	-23%
CCOC(=O)C1CCCN(C(=O)C2CCN(S(=O)(=O)c3cnc[nH]3)CC2)C1 (stereo unspecified)
→ -3%	22%	2%	2%	-11	6	5%	2%
COc1cccc(C(NC(C)=O)c2nc(-c3ccc(OC)nc3)cs2)c1 (stereo unspecified)
→ -14%	u	2%	1%	-2	1	2%	0%
O=C(COC(=O)c1cccc(S(=O)(=O)N2CCc3ccccc32)c1)NC1CCS(=O)(=O)C1 (stereo unspecified)
→ 3%	10%	-5%	-4%	19	-5	-14%	-6%
Cc1cccc(NC(=O)C(=O)NCC(c2ccc3c(c2)OCO3)N2CCOCC2)c1C (stereo unspecified)
→ x	21%	x	x	x	8	13%	21%
CCOC(=O)Cn1cc2c(c1-c1ccc(Cl)cc1)c(=O)n(C)c(=O)n2C
→ x	6%	x	x	x	-7	-16%	-5%
COc1ccc(NC(=O)Nn2cnnc2)cc1OC
→ -6%	16%	-10%	7%	5	3	-6%	-2%
COc1cccc(C(=O)CC(=O)C(=O)Nc2cc(OC)ccc2OC)c1
→ -22%	11%	-12%	-2%	-19	6	-5%	-19%
COc1cc(C2/C(=C(\O)c3ccc4c(c3)CC(C)O4)C(=O)C(=O)N2Cc2ccco2)ccc1O (stereo unspecified)
→ -19%	x	-1%	-1%	4	3	-4%	6%
COc1ccc(NC(=O)CSc2nnc3ccc(-c4cccnc4)nn23)c(OC)c1
→ -7%	-4%	3%	-5%	-4	4	0%	15%
CC(=O)N(c1ccc2oc(=O)sc2c1)S(=O)(=O)c1ccc(C(=O)O)cc1
→ 2%	22%	19%	13%	-23	2	19%	2%
CC1Oc2ccccc2N(CC(=O)N2CCCC2)C1=O (stereo unspecified)
→ 8%	-7%	-1%	1%	3	-2	1%	0%
CCOCCCNC(=O)c1ccc2c(=O)n(CCc3ccccc3)c(=O)[nH]c2c1
→ x	-40%	x	x	x	6	-2%	0%
COc1cccc(Nc2nc3cc(OC)ccc3cc2C#N)c1
→ -3%	-12%	0%	-10%	6	-5	-10%	-7%
Cc1cc2cc(CNC(=O)Cc3cccs3)ccc2n1C
→ 13%	39%	-3%	-3%	-23	-10	-21%	-25%
O=C(NC1CCN(S(=O)(=O)c2cccc(Cl)c2)CC1)C1CCCCC1
→ 1%	13%	4%	4%	-10	3	10%	-6%
N#C/C(=C\c1ccccc1)C(=O)NNS(=O)(=O)c1ccc(Br)cc1
→ -5%	21%	12%	1%	-6	3	9%	1%
O=C(CSc1nnc(-c2ccncc2)n1-c1ccccc1)Nc1ccc(Cl)c(Cl)c1
→ x	12%	x	x	x	-5	3%	8%
COc1cccc(N(CC(=O)Nc2ccc3c(c2)OCO3)S(=O)(=O)c2ccccc2)c1
→ -3%	-5%	5%	12%	-7	2	13%	0%
O=C(O)CN=C1NC2(CCCC2)Cc2ccccc21
→ -1%	-15%	2%	7%	7	-1	-18%	-4%
CC(=O)Nc1c(C)nn(-c2ccccc2)c1N1CCC(C(=O)NCc2ccccc2Cl)CC1
→ x	1%	x	x	x	7	-3%	u
O=C(NCCS(=O)(=O)N1CCN(c2cccc(Cl)c2)CC1)C1CCCC1
→ -7%	17%	16%	-1%	-18	-1	1%	10%
Cc1cc(C)c(C2=NOC3C4CCC(C4)C23)c(C)c1 (stereo unspecified)
→ -16%	-9%	1%	-10%	-24	3	8%	u

Exported with each value named: entries from further up
Cc1cccc(NC(=O)C(=O)NCC(c2ccc3c(c2)OCO3)N2CCOCC2)c1C (stereo unspecified)
  EPAC2 antagonist = x
  FUS yeast rescue = 21%
  aSyn yeast inh = x
  EPAC2 ag = x
  D3 antag = x
  DRD3 agonist = 8
  Abeta rescue = 13%
  TDP43 rescue = 21%

CCOC(=O)Cn1cc2c(c1-c1ccc(Cl)cc1)c(=O)n(C)c(=O)n2C
  EPAC2 antagonist = x
  FUS yeast rescue = 6%
  aSyn yeast inh = x
  EPAC2 ag = x
  D3 antag = x
  DRD3 agonist = -7
  Abeta rescue = -16%
  TDP43 rescue = -5%

4 entries from above, as labelled records:
COc1cccc(C(=O)CC(=O)C(=O)Nc2cc(OC)ccc2OC)c1
  EPAC2 antagonist = -22%	FUS yeast rescue = 11%	aSyn yeast inh = -12%	EPAC2 ag = -2%	D3 antag = -19	DRD3 agonist = 6	Abeta rescue = -5%	TDP43 rescue = -19%

COc1cc(C2/C(=C(\O)c3ccc4c(c3)CC(C)O4)C(=O)C(=O)N2Cc2ccco2)ccc1O (stereo unspecified)
  EPAC2 antagonist = -19%	FUS yeast rescue = x	aSyn yeast inh = -1%	EPAC2 ag = -1%	D3 antag = 4	DRD3 agonist = 3	Abeta rescue = -4%	TDP43 rescue = 6%

COc1ccc(NC(=O)CSc2nnc3ccc(-c4cccnc4)nn23)c(OC)c1
  EPAC2 antagonist = -7%	FUS yeast rescue = -4%	aSyn yeast inh = 3%	EPAC2 ag = -5%	D3 antag = -4	DRD3 agonist = 4	Abeta rescue = 0%	TDP43 rescue = 15%

CC(=O)N(c1ccc2oc(=O)sc2c1)S(=O)(=O)c1ccc(C(=O)O)cc1
  EPAC2 antagonist = 2%	FUS yeast rescue = 22%	aSyn yeast inh = 19%	EPAC2 ag = 13%	D3 antag = -23	DRD3 agonist = 2	Abeta rescue = 19%	TDP43 rescue = 2%

(next part)
Each structure is followed by: EPAC2 antagonist	FUS yeast rescue	aSyn yeast inh	EPAC2 ag	D3 antag	DRD3 agonist	Abeta rescue	TDP43 rescue
CCOc1cc(S(=O)(=O)N(CC)CC)ccc1Cl
→ 40µM*	8%	3%	2%	-13	8	15%	13%
O=[N+]([O-])c1ccc(S(=O)(=O)CC2CSc3nc4ccccc4n32)cc1 (stereo unspecified)
→ -1%	x	-19%	4%	18	3	7%	3%
Cc1oc(-c2ccccc2Cl)nc1Cn1cccc1C1=NC(c2ccccc2)CO1 (stereo unspecified)
→ 3%	10%	-21%	4%	40	1	0%	29%
COc1cc(NC(=O)Cn2c(=O)n(CC3CCC(C(=O)NCCc4ccccc4)CC3)c(=O)c3ccccc32)cc(OC)c1 (stereo unspecified)
→ x	u	x	x	x	-19	-13%	5%
Cc1ccc(-n2c(SCC(=O)NCc3cccs3)nnc2-c2ccoc2C)cc1
→ -1%	11%	-16%	11%	u	4	-5%	-10%
Cc1c(CC(=O)N2CCC(O)CC2)c(=O)oc2cc3c(cc12)CCC1(CCCCC1)O3
→ -19%	32µM*	2%	-7%	7	1	-5%	2%
CC(=O)c1ccc(N2CCN(C(=O)c3ccc(Cn4c(=S)[nH]c5ccc(N6CCOCC6)cc5c4=O)cc3)CC2)cc1
→ 2%	14%	0%	-7%	10	2	-11%	-15%
O=C(CCN1CCCCC1)Nc1ccc(F)c(F)c1
→ -5%	-34%	-7%	7%	16	-1	-3%	8%
CCOc1ccccc1NC(=O)C(=O)CC(=O)c1ccc(OC)cc1
→ -5%	34%	-1%	20%	-5	12	-9%	-7%
COc1nc(Nc2ccc(O)cc2)nc(OC(C(F)(F)F)C(F)(F)F)n1
→ -11%	26%	10%	-6%	1	5	2%	u
O=C(COc1cc2oc(=O)cc(-c3ccccc3)c2cc1Cl)NCc1ccccn1
→ -1%	-8%	-6%	5%	9	5	-10%	-11%
COc1ccc(CCNC(=O)c2ccc(Br)cc2)cc1
→ 4%	16%	17%	5%	2	-3	-8%	-14%
COc1ccccc1NS(=O)(=O)CC12CCC(CC1=O)C2(C)C (stereo unspecified)
→ 1%	24%	-1%	-3%	15	4	20%	-12%
CCC(C)NCCCOc1ccc(C)cc1OC (stereo unspecified)
→ -4%	-2%	-5%	14%	u	-8	-11%	10%
COc1ccc(OC)c2nc3c(cc12)CCC3
→ 19%	12%	1%	11%	0	-6	5%	5%
CCCOc1ccc(N2C(=O)CC(N3CCN(S(=O)(=O)c4ccccc4)CC3)C2=O)cc1 (stereo unspecified)
→ 2%	22%	x	6%	22	13	6%	5%
CCCc1ccccc1OCCNC(=O)c1cc(=O)n(C)c(=O)n1C
→ -10%	1%	-1%	-7%	4	5	-5%	2%
COc1ccc(-n2c(C)nnc2SCC(=O)N2CCOCC2)cc1
→ 7%	28%	-2%	4%	-5	-3	-2%	-12%
O[C@H]1C[C@H](c2ccccc2)N(Cc2cccs2)C[C@@H]1n1cc(-c2ccc(F)cc2)nn1
→ -2%	-1%	-2%	2%	0	1	0%	-2%
CC1CCN(c2ccc(C(=O)N3CCOCC3)cc2[N+](=O)[O-])CC1
→ 6%	21%	-11%	6%	-8	-1	-4%	10%
CCc1ccccc1NC1=NCC(=O)N1C1CCCCC1
→ -3%	5%	1%	-4%	10	1	0%	8%
Cc1ccc(C(=O)NCC(=O)OCCOc2ccccc2Cl)cc1
→ -14%	0%	2%	5%	2	-4	-4%	-13%
Cc1noc(C)c1S(=O)(=O)N(CC(=O)N1CCCC1)c1ccc(C(C)C)cc1
→ 7%	-1%	-2%	0%	-22	-7	0%	-13%
CCCCNC(=O)C1CC(c2ccc(C(F)(F)F)cc2)=NO1 (stereo unspecified)
→ -2%	23%	7%	-6%	9	20	3%	17%

From PubChem BioAssay
